Screening data deposited in PubChem by Sanford-Burnham Center for Chemical Genomics.
tim23-1 inh – growth inhibitors of tim23-1 mutant yeast, primary screen, luminescence, uHTS; S. cerevisiae tim23-1 growth, BacTiter-Glo luminescence, 24 h; inhibition, % at 20 µM; 330,000 tested, 1.3% active; AID 463212, 2010;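 active = growth inhibition of the mutant yeast at or above 50%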;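 note: temperature-sensitive mutant grown at 25 °C; plate controls were DMSO-treated mutant yeast for no effect and medium wells lacking yeast for full effect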
Mdm2-MdmX inh – inhibitors of human Mdm2-MdmX association, primary screen, cell-based, luminescence, split luciferase, SaOS-2, uHTS; SaOS-2 split-luciferase Mdm2/MdmX complementation; inhibition, % at 8 µM; 330,000 tested, 3% active; AID 485346, 2010;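 active = inhibition of at least 50% at 8 µM in the primary screen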
Target sequence (O15151 whole entry, looked up): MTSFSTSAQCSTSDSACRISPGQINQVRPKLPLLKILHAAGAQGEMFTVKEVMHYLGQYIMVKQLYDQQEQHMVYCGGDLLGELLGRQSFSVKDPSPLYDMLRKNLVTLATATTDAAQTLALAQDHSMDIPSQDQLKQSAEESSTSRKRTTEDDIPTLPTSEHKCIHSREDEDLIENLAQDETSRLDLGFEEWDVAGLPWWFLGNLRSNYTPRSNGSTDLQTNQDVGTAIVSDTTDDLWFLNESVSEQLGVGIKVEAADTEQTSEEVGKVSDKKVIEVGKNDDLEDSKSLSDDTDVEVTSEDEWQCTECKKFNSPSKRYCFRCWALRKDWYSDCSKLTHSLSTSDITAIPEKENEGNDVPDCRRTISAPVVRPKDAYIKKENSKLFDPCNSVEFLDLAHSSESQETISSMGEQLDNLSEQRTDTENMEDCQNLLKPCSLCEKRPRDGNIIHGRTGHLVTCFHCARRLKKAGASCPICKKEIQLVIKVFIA
Target sequence (Q00987 whole entry, looked up): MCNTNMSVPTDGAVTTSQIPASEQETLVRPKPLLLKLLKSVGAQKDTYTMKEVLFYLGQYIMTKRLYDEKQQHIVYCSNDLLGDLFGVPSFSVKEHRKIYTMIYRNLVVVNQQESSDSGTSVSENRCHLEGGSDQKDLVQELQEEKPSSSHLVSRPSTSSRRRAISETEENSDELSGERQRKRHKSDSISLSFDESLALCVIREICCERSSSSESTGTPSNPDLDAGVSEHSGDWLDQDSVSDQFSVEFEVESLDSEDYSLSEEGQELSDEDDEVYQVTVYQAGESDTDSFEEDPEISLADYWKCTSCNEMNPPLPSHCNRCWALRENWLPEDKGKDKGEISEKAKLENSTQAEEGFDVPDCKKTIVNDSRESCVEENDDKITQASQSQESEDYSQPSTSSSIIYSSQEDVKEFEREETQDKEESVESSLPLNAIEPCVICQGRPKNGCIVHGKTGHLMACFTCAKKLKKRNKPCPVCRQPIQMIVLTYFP
APJ antagonist – antagonists of human apelin receptor APJ, primary screen, CHO-K1 cells, beta-arrestin complementation, luminescence. P35414. inhibition, % at 20 µM. 330,000 tested, 0.32% active. AID 2521, 2010;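 active = inhibition above about 40% at 20 µM, limit read from the data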;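 note: cells challenged with 10 nM apelin-13 agonist together with compound; plate controls were apelin-13 plus DMSO wells for no effect and DMSO wells lacking apelin-13 for full effect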
CHOP UPR activ – activators of apoptotic CHOP UPR arm, primary screen, cell-based, CHO-CHOP luciferase reporter, luminescence, uHTS; AID 449763, 2010; UPR activation; percent of tunicamycin response over DMSO baseline; 330,000 tested, 0.34% active; activation, % at 10 µM;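 active = at 10 µM dose, activation of 40% or more, normalized to positive control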;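 note: 100% = tunicamycin at 10 µg/mL and 0% = DMSO alone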
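Test system: CHO-CHOP cells, stable luciferase reporter of PERK-eIF2a-CHOP signalling | Quantity: 500 CHO-CHOP cells per well | Buffer or medium: F12 plus 10% serum | Compound dosing: 10 µM single point, 0.5% DMSO | Schedule: 6 h compound treatment, 37 °C | Signal: Luciferase luminescence | Control set: Tunicamycin high control, DMSO low control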
TIM10 inh – growth inhibitors of isogenic TIM10 control yeast, primary screen, counter-screen for tim10-1 yeast inhibitor project, luminescence, uHTS. S. cerevisiae TIM10 strain growth, BacTiter-Glo luminescence, 24 h. inhibition, % at 10 µM. 330,000 tested, 1.4% active. AID 463195, 2010;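 active = inhibition of 40% or more at the single tested concentration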;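 note: wild-type TIM10 isogenic control strain grown at permissive 25 °C; 0% = DMSO yeast wells and 100% = minimal medium wells without yeast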
tim10-1 inh – growth inhibitors of tim10-1 mutant yeast, primary screen, luminescence, uHTS; S. cerevisiae tim10-1 ts strain growth, BacTiter-Glo, 24 h; inhibition, % at 20 µM; 330,000 tested, 2.2% active; AID 463190, 2010;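 active = inhibition of at least 40%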;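 note: mutant grown at 25 °C; 0% = DMSO wells with yeast and 100% = wells holding no yeast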
UPR XBP1 act – activators of adaptive XBP1 UPR arm, primary screen, cell-based, CHO-XBP1 luciferase reporter, luminescence, uHTS; IRE1-XBP1 UPR activation; percent of tunicamycin response, DMSO as zero; activation, % at 20 µM; 330,000 tested, 0.33% active;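 active = versus positive control, 20 µM dose yields 30% or more activation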;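 note: 100% = tunicamycin at 10 µg/mL and 0% = DMSO only wells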
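Assay system: CHO-XBP1 luciferase reporter cells; Schedule: 6 h treatment, 37 °C; Detection: glow luminescence from Steady-Glo reagent; Benchmarks: high control tunicamycin 10 µg/mL final, low control DMSO vehicle only.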
APJ ag – agonists of human apelin receptor APJ, primary screen, CHO-K1 cells, PathHunter beta-arrestin, luminescence | 330,000 tested, 0.11% active | activation, % at 20 µM | 0% DMSO wells, 100% apelin | P35414;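 active = activation more than six SD over the plate average, tested at 20 µM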;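 note: 0% = DMSO alone and 100% = apelin-13 at 10 nM; some results filed as inactive read as strong as hits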
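Assay system: engineered CHO-K1 APJ arrestin reporter cells; Amount: 1000 CHO-K1 reporter cells seeded per well; Dosing: one dose, 20 µM compound, 1% DMSO; Times: compound stimulation 90 min at 25 °C, detection 60 min; Measured by: luminescent beta-gal fragment complementation, chemiluminescent substrate; Read-out: APJ–arrestin association signal; Controls: DMSO vs Apelin-13 10 nM.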
CXCR6 inh – CXCR6 receptor inhibitors, primary screen, cell-based, beta-arrestin, luminescence, CHO-K1 PathHunter, 1536-well. C-X-C chemokine receptor type 6 (Homo sapiens), O00574. inhibition, % at 20 µM. AID 602244, 2012. 360,000 tested, 0.36% active; in the data active = inhibition above about 34%, passing the limit was not always enough;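 note: antagonist mode with CXCL16 agonist at 10 nM final; 0% = 10 nM CXCL16 with DMSO and 100% = unstimulated wells without agonist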
Numbers without * were called inactive; & = joins results of further samples. Some of the compounds tested; count on the stated rates, not on these rows.

Second line of a record: tim23-1 inh	Mdm2-MdmX inh	APJ antagonist	CHOP UPR activ	TIM10 inh	tim10-1 inh	UPR XBP1 act	APJ ag	CXCR6 inh
#1 Cc1ccc(CNc2ncc(-c3ccccc3)n2C)o1
    -2	-2	2	0.4	-12	4	2	-2	13
#2 COCCn1c(C23CC4CC(CC(C4)C2)C3)n[nH]c1=S
    27	5	0	-1.0	26	30	-2	-4	-2
#3 O=C(COC(=O)Cc1ccc(F)cc1)Nc1cc(S(=O)(=O)N2CCOCC2)ccc1N1CCCC1
    -3	19	-17	0.3	-26	-1	-1	-3	2
#4 O=[N+]([O-])c1cccc(/C=N/Nc2nc(N3CCCCC3)nc(N3CCCCC3)n2)c1
    16	2	-9	1.2	13	13	-5	-3	5
#5 CC(C)(C)C(=O)Nc1ccc(F)cc1[N+](=O)[O-]
    15	2	-20	1.0	-15	-1	-2	4	-6
#6 Cc1ccc(-n2cc(CNCCn3nc(C)cc3C)c(-c3ccc(F)cc3)n2)cc1
    8	-13	-18	0.2	36	4	3	-3	-6
#7 C/C(=N\NC(=O)CNC(=O)c1ccc(F)cc1)c1ccco1
    18	-10	3	-1.3	10	6	-4	0	10
#8 CC(C)CCn1c(=O)c2sccc2n2c(CCCC(=O)N3CCC(N4CCCCC4)CC3)nnc12
    8	31	3	1.4	-7	14	-2	-6	5
#9 COc1cccc(NC(=O)CN2C(=O)NC3(CCCc4ccccc43)C2=O)c1 (stereo not given)
    -5	11	1	0.0	5	0	1	-1	-17
#10 CCOC(=O)N1CCC(N2C(=O)c3cc(C(=O)NC4CCCCC4)ccc3C2O)CC1 (stereo not given)
    9	-10	-10	0.8	4	16	-2	-1	0
#11 Nc1nc2c(ncn2COCCO)c(=O)[nH]1
    -3	14	3	4.0	0	-1	-6	7	2
#12 Cc1cccc(C(=O)Oc2cccc3c(O)cccc23)c1
    69*	29	1	4.5	21	0	11	0	-6
#13 COc1ccc(N2CCCC2=N)c(OC)c1
    21	11	-44	0.7	-6	8	-3	5	7
#14 CCOc1ccc(-n2ccnc2SCC(=O)N2CCCc3ccccc32)cc1
    31	-23	-6	-1.0	1	39	2	-1	1
#15 COC(=O)CCCC(=O)NC(C)c1cnn(-c2ccccc2C)c1C (stereo not given)
    6	1	-10	0.3	-1	-14	-3	0	1
#16 CCCOc1nc2c(c(=O)n(C)c(=O)n2C)n1C
    15	0	7	-1.0	-3	8	-1	-2	5
#17 CCN1CCN(C(=O)c2c(-c3c(F)cccc3Cl)noc2C)CC1
    6	-7	-2	0.3	-10	13	-3	0	-6
#18 COCCNS(=O)(=O)c1ccc(-c2ccc(Cl)cc2)cc1
    5	17	-28	0.4	23	16	-1	-2	2
#19 CC1(C2CC2)NC(=O)N(CC(=O)N2CCN(c3cccc(C(F)(F)F)c3)CC2)C1=O (stereo not given)
    -7	15	3	-1.2	-1	1	-2	0	-7
#20 Cc1cccc(C(=O)NNC2=C(C(=O)C(F)(F)F)CCC2)c1O
    19	62*	1	2.0	-33	-40	-3	-2	-8
#21 COc1ccc(N/C=C(\C=C\C#N)S(=O)(=O)c2ccccc2)cc1
    -8	21	5	-0.5	-9	-17	1	1	-1
#22 Cc1cccn2cc(CCNS(=O)(=O)c3ccc([N+](=O)[O-])cc3)nc12
    12	23	-1	0.7	-7	8	-2	6	-6
#23 Cc1nc2c(n1C1CCCCC1)C(=O)c1ccccc1C2=O
    51*	36	-31	-0.7	25	34	9	7	-14
#24 Brc1c(CSc2nc3ccccc3o2)nc2ncccn12
    11	-45	-10	2.8	26	6	6	4	1
#25 Cc1ccc(C(=O)N(Cc2nc3ccccc3c(=O)[nH]2)C2CCCC2)cc1
    21	-5	5	-0.7	9	12	-4	-3	5
#26 CC1CC(c2ccccc2)=Nc2ccccc2N1 (stereo not given)
    26	-13	-2	4.6	12	31	3	-1	4
#27 Cc1c(N)cccc1[N+](=O)[O-]
    -11	24	-33	-1.2	10	-8	-3	-2	4
#28 CCN1C(=O)c2cccc3c(S(=O)(=O)NCc4ccco4)ccc1c23
    15	19	-49	-2.2	19	13	-2	4	-1
#29 C/C(=N\OC(=O)Nc1ccccc1)c1ccc(C)cc1
    8	-14	-4	2.8	18	-3	2	0	-2
#30 CC(C)CN(C(=O)c1cccc(S(=O)(=O)N2CCN(Cc3ccccc3)CC2)c1)C1CCS(=O)(=O)C1 (stereo not given)
    -87	17	9	0.3	-12	-26	-1	-5	1

Copied from the list.
Entry for CC1(C2CC2)NC(=O)N(CC(=O)N2CCN(c3cccc(C(F)(F)F)c3)CC2)C1=O (stereo not given) under Mdm2-MdmX inh: 15
Entry for CC(C)CCn1c(=O)c2sccc2n2c(CCCC(=O)N3CCC(N4CCCCC4)CC3)nnc12 under tim10-1 inh: 14
Entry for CCN1C(=O)c2cccc3c(S(=O)(=O)NCc4ccco4)ccc1c23 under tim23-1 inh: 15
Entry for CCOC(=O)N1CCC(N2C(=O)c3cc(C(=O)NC4CCCCC4)ccc3C2O)CC1 (stereo not given) under APJ ag: -1

The listing continues.
Second line of a record: tim23-1 inh	Mdm2-MdmX inh	APJ antagonist	CHOP UPR activ	TIM10 inh	tim10-1 inh	UPR XBP1 act	APJ ag	CXCR6 inh
#31 CC(C)C(C)NC(=O)CSc1nc2scc(-c3ccco3)c2c(=O)n1-c1ccccc1 (stereo not given)
    5	8	-5	-0.4	0	-1	0	-7	1
#32 COCc1ccc(-c2c(-c3ccsc3)oc(=O)c3cc(OC)c(OC)cc23)cc1
    14	26	5	2.4	19	3	4	-4	6
#33 O=C(O)C1CCC(=O)N1C1CCCC1 (stereo not given)
    7	9	4	2.2	-6	-3	-5	-2	-15
#34 C[C@H]1CCC[C@@]2(O[C@@H](CCO)C[C@@H](O)[C@@H]2O)O1
    -16	9	1	-1.0	-8	5	-3	3	6
#35 Oc1ccc(NC(=S)Nc2ccccc2)cc1
    12&9	6&-20	16&-11	0.7&0.3	0&7	15&8	-3&-5	-6&-1	5&5
#36 S=C(NCc1ccco1)N1CCN(C/C=C/c2ccccc2)CC1
    14	18	8	-0.1	10	-11	-1	-4	-9
#37 CCOc1ccc(C(=O)c2ccccc2C(=O)O)cc1OCC
    2	2	-4	-2.0	9	-3	-5	-4	2
#38 S=c1nc(-c2ccccc2Cl)n(Cc2cccnc2)c2c1CCCC2
    20	7	-6	0.6	2	4	0	1	-1
#39 N#Cc1ccc(OCC(=O)OCC(=O)c2ccc[nH]2)cc1
    17	12	0	-0.7	4	23	0	-5	-6
#40 COCCN1CCCC(CNCc2cn(C)nc2-c2ccc(Oc3ccccc3)cc2)C1 (stereo not given)
    -5	71*	-6	1.6	-2	-12	0	-4	4
#41 CCC(C)C(NC(=O)c1ccccc1NC(=O)c1ccco1)C(=O)O (stereo not given)
    10	11	8	9.0	7	3	-2	-1	-1
#42 COc1ccc(CCN(C)CCN2C(=O)c3ccccc3C2=O)cc1OC
    14	15	14	-0.1	-3	4	-5	-4	-15
#43 COc1ccc(NC(=O)CSc2n[nH]c(=O)n2C2CC2)cc1OC
    26	1	-5	-0.3	-1	3	0	-2	6
#44 Cc1ccccc1CS(=O)(=O)CCC(=O)NCCCN1CCN(c2ccccc2F)CC1
    -7	5	0	0.5	-10	2	2	-1	2
#45 CCOc1ccc(-c2cn3ccccc3n2)cc1[N+](=O)[O-]
    11	-100	-11	9.3	5	6	2	2	-13
#46 CCc1ccccc1-n1nnnc1SCC(=O)Nc1cc(C)on1
    20	8	14	-1.1	0	30	-4	-2	0
#47 Cn1c(CNc2ccccc2)nc2ccccc21
    7	-81	-22	3.2	-14	9	2	-1	4
#48 COc1ccc(-n2c(C)nnc2SCC(=O)Nc2ccccc2F)cc1
    10	-4	14	2.1	7	-5	2	1	4
#49 CC(C)(C)C(=O)NC(=S)Nc1ccc(Cc2ccncc2)cc1
    38	15	-7	0.5	32	44*	-4	4	-13
#50 COc1ccc(-c2nn(-c3ccccc3)cc2CN2CCCO2)c(F)c1
    23	-34	17	-0.4	22	31	-1	1	1
#51 CCOC(=O)C1CCCN(C(=O)Cn2nc(C)c3c(C)n(-c4ccccc4)nc3c2=O)C1 (stereo not given)
    12	0	18	1.3	12	1	-2	-2	-3
#52 O=C(NCCCN1CCOCC1)c1ccc(Cl)cc1Cl
    3	-15	5	0.6	-17	-3	-2	0	-5
#53 CCCCCCN(C(=O)CCl)c1ccccc1
    36	98*	16	16	12	1	-10	0	4
#54 O=C(Nc1ccc(Cl)cc1)Nc1nnc(CSCc2ccccc2)s1
    8	58*	-16	0.7	-18	19	1	1	-3
#55 CCCOC(=O)c1c(NC(=O)c2cnn3c2NC(c2ccccc2)CC3C(F)(F)F)sc2c1CCCC2 (stereo not given)
    22	-8	2	4.0	8	8	0	1	-5
#56 Cc1cccc(NC(=O)c2cccc(N3C(=O)CCC3=O)c2)c1
    7	28	4	0.3	3	12	-3	-2	4
#57 COc1cccc(-c2c(-c3cc(OC)cc(OC)c3)n(C)c3ccc(-c4cnc(OC)nc4)cc23)c1
    1	20	12	0.9	-3	0	-1	-2	17

4 compounds out of the list, arranged by formula weight, descending.
Second line of a record: tim23-1 inh	Mdm2-MdmX inh	APJ antagonist	CHOP UPR activ	TIM10 inh	tim10-1 inh	UPR XBP1 act	APJ ag	CXCR6 inh
#55 CCCOC(=O)c1c(NC(=O)c2cnn3c2NC(c2ccccc2)CC3C(F)(F)F)sc2c1CCCC2 (stereo not given)
    22	-8	2	4.0	8	8	0	1	-5
#57 COc1cccc(-c2c(-c3cc(OC)cc(OC)c3)n(C)c3ccc(-c4cnc(OC)nc4)cc23)c1
    1	20	12	0.9	-3	0	-1	-2	17
#43 COc1ccc(NC(=O)CSc2n[nH]c(=O)n2C2CC2)cc1OC
    26	1	-5	-0.3	-1	3	0	-2	6
#47 Cn1c(CNc2ccccc2)nc2ccccc21
    7	-81	-22	3.2	-14	9	2	-1	4
